Source: PubChem BioAssay (National Center for Advancing Translational Sciences (NCATS))
ALOX12 inh: Primary qHTS assay for inhibitors of human arachidonate 12S-lipoxygenase (ALOX12): Round 2; purified 12hLO, xylenol orange hydroperoxide absorbance; Potency, µM (doses to about 108 µM), for inactives: top-dose activity change, negative = inhibition, hits mostly inhibitors; hit rate 1.1% among 580,000; active = well fitted inhibition curve with a large enough effect; inconclusive = small, poorly fitted or top-dose-only effect, or another doubt; inactive = no such curve, though single readings can be large or run the other way
Target sequence (P18054 whole entry, looked up): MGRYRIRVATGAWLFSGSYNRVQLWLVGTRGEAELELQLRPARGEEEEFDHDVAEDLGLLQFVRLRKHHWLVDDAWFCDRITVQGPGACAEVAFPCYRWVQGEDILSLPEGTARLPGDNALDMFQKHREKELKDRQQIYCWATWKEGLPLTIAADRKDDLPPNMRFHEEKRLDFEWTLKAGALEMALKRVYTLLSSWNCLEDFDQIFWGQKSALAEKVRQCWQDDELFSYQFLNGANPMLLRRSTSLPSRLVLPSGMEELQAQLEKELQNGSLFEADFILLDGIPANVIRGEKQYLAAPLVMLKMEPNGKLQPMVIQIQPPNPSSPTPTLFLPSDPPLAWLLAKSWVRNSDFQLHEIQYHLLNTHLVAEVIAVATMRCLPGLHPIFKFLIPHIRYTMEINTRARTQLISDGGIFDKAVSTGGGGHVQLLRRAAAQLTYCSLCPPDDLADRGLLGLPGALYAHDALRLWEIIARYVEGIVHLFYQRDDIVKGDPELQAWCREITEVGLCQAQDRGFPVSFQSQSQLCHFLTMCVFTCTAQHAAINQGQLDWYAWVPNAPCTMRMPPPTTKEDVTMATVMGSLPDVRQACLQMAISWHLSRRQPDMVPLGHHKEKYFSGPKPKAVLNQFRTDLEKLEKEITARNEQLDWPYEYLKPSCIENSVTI
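Purified human 12hLO (150 nM final) in 25 mM Hepes, 0.01% Triton X-100, pH 7.0 was preincubated 15 min at room temperature with compound. Then 40 uM arachidonic acid was added, 30 min. Hydroperoxide was read by Fe-XO absorbance ratio 573/405 nm.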
Active calls of the source: *; ? = inconclusive; [ ] = dose if it differs, or a comment. % is scaled to controls: 0 for no effect and ±100 for the full control effect; potency is read from the fitted curve at half-maximal effect. This is a subset, so the mix of outcomes need not match the whole.

ALOX12 inh | canonical_smiles
32%[activator] | CC(=O)N1C[C@@H]2CCCN3CCC[C@@H]([C@H]23)[C@H]1CCCC(=O)N1CCNC(=O)C1
? | CCCc1noc(-c2ccn3c(CNC(=O)c4ccccc4OC)nnc3c2)n1
46%[activator] | C/C(=N\NC(=O)C1CC1c1ccccc1)c1ccncc1 (centres undefined)
? | CNC(=O)[C@@H]1C[C@@H](n2cc(CNC(=O)Nc3cccc(Cl)c3C)nn2)CN1
27% | Cc1ccc(NC(=O)CC2(C(=O)O)CCCC2)c(C)c1
-22% | CN(Cc1ccccc1)C(=O)c1ccc(-c2ccsc2)cc1
-1% | COc1ccc(-c2c(NC(=O)c3cccc([N+](=O)[O-])c3)oc3c(C)cccc3c2=O)cc1OC
9% | CC(C(=O)NCc1ccccc1)N1C(=O)COc2ccc(C(=O)COc3ccc(Cl)cc3)cc21 (centres undefined)
? | CC(C)NC(=S)NN=C1CCC(C(C)(C)C)CC1 (centres undefined)
? | Cn1c(=O)c2c(-c3ccccc3)n(-c3ccc(Cl)cc3)cc2n(C)c1=O
7%[6.33 µM] | NCCC(=O)N1CCC2(CC1)CN(C(=O)Cc1ccc(Cl)cc1)CCO2
-3% | Cn1c(=O)c2c(ncn2Cc2nc(-c3cccc(Cl)c3)no2)n(C)c1=O
18µM* | O=C(O)C(c1c[nH]c2cc(F)ccc12)N1CCN(C(c2ccccc2)c2ccccc2)CC1 (centres undefined)
16% | COc1ccccc1OC1CCN(Cc2ccccc2C#N)CC1
-18%[176 µM] | C[C@H]1[C@@H]2[C@@H](O)C([C@H](C)C(=O)NC3CC3)CC[C@@]2(C)CC[C@@H]1NC(=O)c1ccccn1 (some centres undefined)
27% | Cc1nn(C(=O)CCCC(=O)N2CCC(Cc3nc(C4CCOCC4)no3)CC2)c2ccccc12
? | N#Cc1ccccc1CN1CCc2cc(S(=O)(=O)N3CCOCC3)ccc21
8% | CCCCOc1ccc(S(=O)(=O)c2ccc(OCCCC)cc2)cc1
9% | O=C(c1ccc(Oc2ccccc2)cc1)N1CCc2c(n(Cc3cccnc3)n(-c3ccccc3)c2=O)C1
14%[176 µM] | Cc1ccc(-c2cnc([C@@H]3COCCN3Cc3ccncc3)[nH]2)cc1
? | Cc1ccccc1CCNC(=O)Cc1nn(C)c(=O)c2ccccc12
45%[activator] | Cc1ccc(S(=O)(=O)N(C)CC2CCOCC2)c(C)c1
102%[activator][176 µM] | COCC(=O)N1CC[C@H]2CC(=O)N(CCc3cccc(OC)c3OC)CC[C@H]2C1
4%[6.33 µM] | O=C(c1ccncc1)N1CCC2(CN[S+](=O)([O-])c3cnccc3O2)C1 (centres undefined)
8% | COCCN1C(=O)[C@H]2CN(Cc3scnc3C)C[C@H]2C1=O
32%[activator] | Cc1noc([C@@H]2CN(C(=O)c3cn[nH]c3)C[C@H]2C(N)=O)n1
5% | Cc1cc(-c2ccnc(-n3ncc(C(=O)NCC4CCCN(C)C4)c3C3CC3)n2)c(C)s1 (centres undefined)
32%[activator] | O=C(NCCc1ccccc1)N1CCC2(CC1)CC(OCC1CC1)CCO2 (centres undefined)
46%[activator] | O=C(COc1ccccc1)N[C@H]1CO[C@H]2[C@@H]1OC[C@@H]2Nc1nccc(-c2cccc(F)c2)n1
49%[activator] | CCOC(=O)C1C(=O)C=C(c2ccc(Br)cc2)CC1c1ccccc1 (centres undefined)
? | CSc1cccc(NC(=O)Cn2c(-c3ccc(F)cc3)nc(C)c(CCO)c2=O)c1
14% | COc1ccc(-c2cc(C(F)(F)F)nc(S(=O)(=O)CCC(=O)Nc3ccc(C)cc3)n2)cc1
5%[6.33 µM] | CC(=O)N1CCCC2(CN[S+](=O)([O-])c3cccnc3O2)C1 (centres undefined)
7% | Cc1cc(S(=O)(=O)NCc2nc(N3CCCC3)c3cc(Cl)ccc3n2)c(C)s1
16% | O=C1CC(c2noc(-c3ccoc3)n2)CN1C1CCCCC1 (centres undefined)
? | O=C(COC(=O)c1cc2ccccc2[nH]1)c1ccc[nH]1
15% | COc1ccc(C2(C(=O)N3CCCOCCNC(=O)[C@@H]4CCC[C@@H]43)CC2)cc1
8% | Cc1nc2n(c(=O)c1C)CN(CCN1CCOCC1)CN2c1cccc(C(F)(F)F)c1
16µM* | CCCn1c(N)c(N(CCOC)C(=O)c2cccnc2OCC)c(=O)[nH]c1=O
38% | O=C(C1CCOCC1)N1CCc2nc(OCC3CC3)ccc2C1
10% | O=C(Nc1cccc(C(F)(F)F)c1)O[C@@H]1CO[C@H]2[C@@H]1OC[C@@H]2NC(=O)c1ccccc1
29% | COCCN(C)Cc1cn(Cc2ccccc2)nc1-c1ccc2c(c1)OCO2
? | COC(=O)CCOc1ccc(S(=O)(=O)Nc2ccc(F)c(F)c2)cc1
40%[activator] | Cc1cnc(C(=O)NC2C[C@H]3CC[C@@H](C2)N3C(=O)CCC2CCCC2)cn1 (some centres undefined)
35%[activator] | O=C(NC1CCOC2(CCOCC2)C1)c1ccc(C(F)(F)F)cc1 (centres undefined)
-53% | Cc1ccc(NS(=O)(=O)c2cc(C)c(C(=O)O)s2)cc1C
4% | CCOc1ncccc1C(=O)NC(C)c1cnc(-c2ccncc2)nc1C (centres undefined)
3% | O=S(=O)(c1ccc(F)cc1F)N1CCN(Cc2cccc3cccnc23)CC1
19% | CC1=C(C(=O)OC(C)C)C(c2ccccc2Cl)CC(=O)N1Cc1cccc(F)c1 (centres undefined)
? | CCCc1ccc(C(Nc2ccc3nnnn3n2)c2cccs2)cc1 (centres undefined)
-5% | CCC(Sc1nc2ncccc2[nH]1)C(=O)Nc1ccc(C)c(Cl)c1 (centres undefined)
17% | Cc1ccc(NC(=O)C2CCCCC2)cc1Cl
-2% | Cc1cc(SCC(=O)NC(=O)NCC(C)C)nc2ccccc12
-11% | CC(C)C(C)(C#N)NC(=O)COc1ccc2ccc(=O)oc2c1 (centres undefined)
2% | COc1cccc(CN2CCOc3ccc(C(=O)NCc4ccc(C)cc4)cc3C2)n1
12% | Cc1cc2nc3n(c(=O)c2n1CC(=O)NC(C)CCc1ccccc1)CCCCC3 (centres undefined)
? | Cc1ccc(-n2ncc3c(=O)[nH]c(SCC(=O)Nc4ccc5c(c4)OCO5)nc32)cc1C
22%[176 µM] | O=C1CC2CCCC(C1)N2C(=O)C1CC1
? | C=CCOc1ccccc1CN(CC)C(=O)C1CCN(c2ncccn2)CC1
27% | Cc1ccc(C)c(C(=O)NCC(C)C)c1

(list continues)
ALOX12 inh | canonical_smiles
1% | CN(C)C(=O)CC(O)c1cc2n(n1)CCN(Cc1ccc3c(c1)OCCO3)C2 (centres undefined)
53%[activator] | OC[C@@H]1CN(Cc2cccnc2)C[C@H]1c1ccccn1
16% | N#Cc1ccc(S(=O)(=O)N[C@H](Cc2ccccc2)C(=O)N2CCOCCNC(=O)CC2)cc1
28% | CCCCCn1nc(C(=O)Nc2nc(-c3ccccn3)cs2)c2ccccc2c1=O
0% | COc1cc(OC)cc(C(=O)Nc2nnc(C(F)(F)F)s2)c1
10% | Cn1c2ccccc2c2cc(C(=O)N3CCOc4ccc(C(C)(O)CCn5cccn5)cc4C3)ccc21 (centres undefined)
52%[activator] | Cc1nn(C)c2nc(-c3ccccn3)nc(N3CCC4(CC3)COC(=O)O4)c12
0% | COc1cc(C(=O)Oc2ccc3c(=O)c(-c4ccccc4)coc3c2)cc(OC)c1OC
-33% | C/C(Cl)=C/C[N+](C)(C/C=C(\C)Cl)Cc1ccccc1 (centres undefined)
-28%[176 µM] | COc1ccc(OCC2(C)COc3ccc(C(=O)NC4CCOCC4)cc3N2)cc1 (centres undefined)
? | c1cn(CCCNCC2CCCCC2)cn1
21% | Cc1oc(-c2ccccc2F)nc1CS(=O)(=O)CC(=O)NCCN(C)C
-6% | Cc1c(CC(=O)N2CCOCC2)c2c(n1Cc1ccccc1F)CCCC2=O
12% | O=C(NCc1ccncc1)c1cn(C2CN(C(=O)Nc3ccccc3)C2)nn1
38%[176 µM] | CC(C)N1CC2(C1)C(=O)N(CCCN1CCCC1=O)C(=O)[C@@H]1C[C@@H](O)CN12

Part of the list above in order of length of the SMILES, high to low.
ALOX12 inh | canonical_smiles
16% | N#Cc1ccc(S(=O)(=O)N[C@H](Cc2ccccc2)C(=O)N2CCOCCNC(=O)CC2)cc1
0% | COc1cc(C(=O)Oc2ccc3c(=O)c(-c4ccccc4)coc3c2)cc(OC)c1OC
12% | O=C(NCc1ccncc1)c1cn(C2CN(C(=O)Nc3ccccc3)C2)nn1

Continuation.
ALOX12 inh | canonical_smiles
11% | CSc1nc(C(=O)N2CCOc3ccc(CN4CCN(Cc5ccccn5)CC4)cc3C2)cs1
18% | CCOc1ccc(-c2cccc3c2CCNC3)cc1C(N)=O
? | CC1CCc2c(nc3ccc4ccccc4c3c2-c2ccccc2O)C1 (centres undefined)
-6% | Cc1nc2cc(NC(=O)C3CC(=O)N(c4cccc(Br)c4)C3)ccc2o1 (centres undefined)
? | CC1CCc2nc(/C(C#N)=C\c3ccco3)sc2C1 (centres undefined)
-7% | Cc1nc2scc(CC(=O)NCCC(C)C)n2c(=O)c1-c1cc(C)n(-c2ccc(F)cc2)n1
-4% | Cc1cccc(-n2nnnc2C2(N3CCCC3)CCCC2)c1
-4% | Cc1c(C(=O)NCC2(c3ccccc3)CCOCC2)cnn1-c1nccc(-c2ccco2)n1
? | COC(=O)c1ccc(C2C(c3ccc(OC)cc3)=C(O)C(=O)N2CCc2ccccc2)cc1 (centres undefined)
41%[activator] | CCOc1ccccc1CN1CCc2nc(N(C)C)[nH]c(=O)c2CC1
3% | Cc1ccc(-c2ccc3cc(C)ccc3n2)cc1
21% | Cc1oc(-c2nc(C#N)c(N(C)C)o2)cc1S(=O)(=O)N(C)Cc1ccccc1
? | COc1ccc(/C=C/C(=O)c2ccc(C)cc2)cc1
2% | O=C(COC(=O)/C=C/c1ccccc1[N+](=O)[O-])NC12CC3CC(CC(C3)C1)C2
? | N#Cc1c(-c2ccccc2)cc(-c2cccs2)nc1S(=O)Cc1ccccc1 (centres undefined)
? | CCOC(=O)CNC(=O)NCc1cccn1Cc1c(C)cc(C)cc1C
-10% | Cc1ccc(Cn2ncc3c2NC(=O)CC32C(=O)Nc3c(Cl)cccc32)cc1 (centres undefined)
5% | COCCN(C)C[C@H]1C[C@H](CO)CN(C(=O)c2ccc(Cl)c(F)c2)C1
2% | COc1cccc(C(=O)N2C(C(=O)NC(C)C)COC23CCN(C(=O)c2ccccc2F)CC3)c1 (centres undefined)
-16% | CN(Cc1ccccc1)[C@@H]1CC[C@@]23CCCN2C(=O)CCC[C@H]3[C@H]1Cc1ccccc1
-5% | COCCn1cc2c3c(cccc31)CN(C(=O)CCc1ccccc1OC)CC2
-2% | Cc1ccc(OCC(=O)N2CCC3(CC2)N=C(c2ccc(C)cc2)NO3)cc1
? | CNS(=O)(=O)c1cccc(C(=O)OCc2cc(=O)oc3cc(C)ccc23)c1
-52% | CCN1CCN(C(=O)NC(c2ccc(C)c(F)c2)C(Cl)(Cl)Cl)CC1 (centres undefined)
10% | CCCOc1cccc(C(=O)Nc2scc(-c3ccc(F)cc3)c2C(=O)OC)c1
34% | CCCCCCCOc1ccc(COC(=O)c2ccco2)cc1
-13% | CC(=O)c1cccc(NC(=O)c2c3c(nc4c2cnn4C(C)C)CCC3)c1
20% | Cc1cccc(NC(=O)CSc2ncnc3ccccc23)c1C
10%[176 µM] | CC(=O)N1CCN(CC[C@@H]2CC[C@H](O)[C@@H](C(=O)N3CCOCC3)O2)CC1
25% | CCn1nc(CC(C)C)cc1C(=O)N1CCN(c2nc(C)cc(C)n2)CC1
27% | CCN1c2cc(C(=O)Nc3ccc(Cl)cc3)ccc2C(=O)N2CCCCC21 (centres undefined)
44%[activator] | O=C(c1ccsc1)N1CCCC(c2noc(COc3ccccc3)n2)C1 (centres undefined)
55%[activator] | CN1CC2(CCN(C(=O)c3cccc(C#N)c3)CC2)CC1C(=O)N1CCOCC1 (centres undefined)
39%[activator] | NC(=O)c1ccnc(-c2cc(NCc3ccccn3)nc3[nH]ccc23)c1
? | Cc1ccc(NC(=O)CN2C(=O)NC(c3ccc(Cl)cc3)C3=C2COC3=O)c(Cl)c1 (centres undefined)

By substructure, the entries above with an aryl methoxy group.
ALOX12 inh | canonical_smiles
? | CCCc1noc(-c2ccn3c(CNC(=O)c4ccccc4OC)nnc3c2)n1
-1% | COc1ccc(-c2c(NC(=O)c3cccc([N+](=O)[O-])c3)oc3c(C)cccc3c2=O)cc1OC
16% | COc1ccccc1OC1CCN(Cc2ccccc2C#N)CC1
102%[activator][176 µM] | COCC(=O)N1CC[C@H]2CC(=O)N(CCc3cccc(OC)c3OC)CC[C@H]2C1
14% | COc1ccc(-c2cc(C(F)(F)F)nc(S(=O)(=O)CCC(=O)Nc3ccc(C)cc3)n2)cc1
15% | COc1ccc(C2(C(=O)N3CCCOCCNC(=O)[C@@H]4CCC[C@@H]43)CC2)cc1
2% | COc1cccc(CN2CCOc3ccc(C(=O)NCc4ccc(C)cc4)cc3C2)n1
0% | COc1cc(OC)cc(C(=O)Nc2nnc(C(F)(F)F)s2)c1
0% | COc1cc(C(=O)Oc2ccc3c(=O)c(-c4ccccc4)coc3c2)cc(OC)c1OC
-28%[176 µM] | COc1ccc(OCC2(C)COc3ccc(C(=O)NC4CCOCC4)cc3N2)cc1 (centres undefined)
? | COC(=O)c1ccc(C2C(c3ccc(OC)cc3)=C(O)C(=O)N2CCc2ccccc2)cc1 (centres undefined)
? | COc1ccc(/C=C/C(=O)c2ccc(C)cc2)cc1
2% | COc1cccc(C(=O)N2C(C(=O)NC(C)C)COC23CCN(C(=O)c2ccccc2F)CC3)c1 (centres undefined)
-5% | COCCn1cc2c3c(cccc31)CN(C(=O)CCc1ccccc1OC)CC2
